KCNQ2 inh: KCNQ2 potassium channel inhibitors, primary screen, cell-based, CHO-K1, FluxOR thallium flux, B-score (AID 2156). O88943. B-score at 10 µM. hit rate 1.1% among 310,000. 20 min; hits give low values;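 active means fluorescence ratio B-score at most minus 3 library SDs, with starting brightness B-score within 2 library SDs, cut at about -5.5 in these data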
Target sequence (O88943 whole entry, looked up): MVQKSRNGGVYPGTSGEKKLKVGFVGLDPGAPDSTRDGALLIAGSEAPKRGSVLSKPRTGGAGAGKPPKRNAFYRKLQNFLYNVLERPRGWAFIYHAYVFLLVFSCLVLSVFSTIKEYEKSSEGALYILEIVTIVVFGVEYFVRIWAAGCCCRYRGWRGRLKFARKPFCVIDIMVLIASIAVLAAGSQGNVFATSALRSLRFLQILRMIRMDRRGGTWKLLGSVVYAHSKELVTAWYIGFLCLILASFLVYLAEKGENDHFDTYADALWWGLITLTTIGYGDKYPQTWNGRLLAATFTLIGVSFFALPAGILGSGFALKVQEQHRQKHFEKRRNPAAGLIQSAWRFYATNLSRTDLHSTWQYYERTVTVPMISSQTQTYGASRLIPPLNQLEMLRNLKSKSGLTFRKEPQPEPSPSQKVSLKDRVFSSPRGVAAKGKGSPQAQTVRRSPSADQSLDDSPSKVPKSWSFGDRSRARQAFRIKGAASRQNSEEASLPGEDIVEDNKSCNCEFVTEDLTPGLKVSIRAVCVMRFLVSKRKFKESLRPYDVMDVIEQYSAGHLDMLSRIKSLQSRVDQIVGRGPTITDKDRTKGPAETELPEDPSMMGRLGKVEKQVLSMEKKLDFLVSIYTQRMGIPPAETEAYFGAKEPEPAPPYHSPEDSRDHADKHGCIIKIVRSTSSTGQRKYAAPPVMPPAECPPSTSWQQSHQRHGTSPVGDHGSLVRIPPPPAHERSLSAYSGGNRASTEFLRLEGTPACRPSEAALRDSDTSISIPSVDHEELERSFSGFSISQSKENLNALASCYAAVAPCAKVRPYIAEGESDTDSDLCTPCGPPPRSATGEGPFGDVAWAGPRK
Kir21 inh: blocks the mouse Kir2.1 inward-rectifier potassium channel; P35561; hit rate 0.85% among 310,000; B-score at 10 µM; HEK293-Kir2.1, FluxOR thallium flux fluorescence; hits give low values;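 active means fluorescence ratio B-score at or below minus 3 SD of library scores, with starting-brightness B-score within 2 SD, cut at about -4.2 in these data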;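 further: channel flux triggered by added potassium and thallium sulfate stimulus; B-score of peak minus minimum fluorescence over baseline after thallium stimulus; more negative B-score means stronger Kir2.1 block with less thallium influx; some compounds called inactive have numbers as strong as hits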
Starred values were filed as active, the others as inactive; i = inactive.

SMILES	KCNQ2 inh	Kir21 inh
COc1cccc(CN(C(=O)c2cccs2)C2CCS(=O)(=O)C2)c1 (stereo unspecified)	i	-0.19
O=C(NCc1ccc2c(c1)OCO2)Nc1cccc(Cl)c1	i	0.7
Cc1ccc(OCCC(=O)OCC(=O)N2CCN(S(=O)(=O)c3ccc(C)cc3C)CC2)cc1	i	1.34
COc1cc(-c2cc(C(=O)Nc3ccccc3N3CCOCC3)c3ccccc3n2)cc(OC)c1OC	-7.79*	1.3
Cc1nnc(C)c2c(C)n(-c3ccc4ncccc4c3)c(C)c12	i	0.19
Cc1ccc(S(=O)(=O)NN2C(=O)c3ccccc3NC2c2cccc(O)c2)cc1 (stereo unspecified)	i	-0.45
Cc1ccc(-n2c(SCC(=O)NCC3CCCO3)nc3n[nH]c(C)c3c2=N)cc1Cl (stereo unspecified)	i	-0.93
CC(=O)c1cc2c(cc1NC(=O)c1c(-c3ccccc3)noc1C)OCO2	i	0.23
CCOC(=O)c1ccc(NC(=O)C2CCCO2)cc1 (stereo unspecified)	i	1.96
Cc1ccc(SCCC(=O)Nc2cccnc2)cc1	i	-0.08
CC(=O)NC(=S)Nc1ccccc1N1CCN(C(=O)c2ccccc2)CC1	i	-3.25
O=C1CCCc2c1nn(-c1ccccc1)[n+]2[O-]	i	0.12
O=C(CN(C(=O)CNC(=O)c1ccco1)c1ccccc1F)NC1CCCCC1	i	-0.85
C=CCNC(=O)C(=O)NCC(c1ccc2c(c1)OCO2)N1CCOCC1 (stereo unspecified)	i	0.46
S=c1[nH]nc(COc2ccccc2)n1/N=C/c1ccc(Br)cc1	i	-0.61
CCCc1ccc(OC(=O)c2ccc(O)cc2Cl)cc1	i	0.72
C=C(C)CNC(=S)NNC(=O)CCn1c2ccc(Cl)cc2c2cc(Cl)ccc21	i	0.56
CCC(=O)N1COC[C@@H]1Cc1ccccc1	i	0.05
Cc1cccc2nc(-c3cccc(NC(=O)Cc4ccccc4)c3)cn12	i	-0.09
COc1ccc(S(=O)(=O)N(C)c2nc3ccccc3n3c(CC(C)C)nnc23)cc1	i	-0.19
O=C(c1cccc(COc2cccc3ccccc23)c1)N1CCCC1	i	-1.76
CSC1=C(C#N)C(C)C2=C(CC(C)(C)CC2=O)N1 (stereo unspecified)	i	-1.28
CCCNC(=O)C1CN(S(=O)(=O)c2ccccc2)CCN1S(=O)(=O)c1ccccc1 (stereo unspecified)	i	-0.94
COc1ccc2nc(N3CCN(C(=O)c4ccc5ncsc5c4)CC3)sc2c1	i	-0.02
Cc1cccn2c(=O)nc(SCC(=O)N3CC(C)OC(C)C3)nc12 (stereo unspecified)	i	1.51
Further records.
SMILES	KCNQ2 inh	Kir21 inh
COc1ccccc1C1CCN(Cc2ccc(C)cc2)CC1	i	-0.86
Cc1c(C)c2c(OCC(=O)NCCCO)cc3c(c2oc1=O)CCC(C)(C)O3	i	-0.63
CCn1c(=O)c2ccccc2n(CC(=O)N2CCCc3ccccc32)c1=O	i	0.01
O=C(Cc1cccc2ccccc12)Nc1nc2ccccc2[nH]1	i	1.28
C1=Nc2c(Nc3ccccc3)ncnc2Oc2ccccc21	i	-0.39
CCCn1c(N2CCN(CC(=O)Nc3ccc4c(c3)OCCO4)CC2)nc2ccccc21	i	-0.54
CC(C)CCNC(=O)CSc1nc2ccccc2c(=O)[nH]1	i	-0.87
COc1cccc(C2=NOC(C(=O)Nc3cccc(C(C)=O)c3)C2)c1OC (stereo unspecified)	i	-0.02
CCOc1ccc(/C=N/NC(=O)c2c(-c3ccccc3)noc2C)cc1	i	1.03
O=[N+]([O-])c1ccc2c(c1)C(O)n1nc(-c3ccccc3)nc1S2 (stereo unspecified)	i	-1.18
Cc1ccc(CC2(O)CC(C)N(C)CC2C)c(C)c1 (stereo unspecified)	i	-0.04
Cc1ccc(CNC(=O)CCCC(=O)c2ccccc2)cc1	i	-0.52
COc1ccccc1Cc1nc(-c2ccc(C)cc2)no1	i	-0.95
O=C(NCC1CCN(S(=O)(=O)c2ccccc2)CC1)Nc1ccc(F)cc1	i	0.12
COc1ccccc1OCc1ccc(C(=O)NCc2ccco2)o1	i	0.48
COc1cccc(N2CCN(C(=O)c3ccc(CS(=O)c4ccccc4C)o3)CC2)c1 (stereo unspecified)	i	2.33
Fc1ccccc1NC(=S)Nc1cccc2cnccc12	i	-0.54
COc1ccc(C(=O)Cn2c(Br)nc3c2c(=O)n(C)c(=O)n3C)cc1OC	i	-0.76
CCOC(=O)c1nc(C)sc1-c1ccnn1S(=O)(=O)c1ccc(C)cc1	i	-0.02
COCCOC(=O)C1=C(C)N(c2ccccc2)C(=O)NC1c1cccc([N+](=O)[O-])c1 (stereo unspecified)	i	0.44
N#Cc1cc(N)ccc1Sc1ccccc1	i	-1.49
CCCN1CCC(=NNc2ccc(S(=O)(=O)N(CC)CC)cc2[N+](=O)[O-])CC1	i	0
COc1ccc(S(=O)(=O)N2CCC3(CC2)OCCN3S(=O)(=O)c2ccc(C)cc2)cc1OC	i	1.35
CSCCC(NC(=O)C12CC3CC(CC(C3)C1)C2)C(=O)OCC(=O)c1ccc(C)cc1 (stereo unspecified)	i	-0.01
COc1cc(NC(=O)CCc2c(C)[nH]c(=O)c(C#N)c2C)cc(OC)c1	i	1.18
(listing goes on)
SMILES	KCNQ2 inh	Kir21 inh
C/C=C/c1ccc(OCCN2C(=O)NC(C)(C)C2=O)c(OC)c1	i	-0.12
O=C(NCc1ccc2c(c1)OCO2)c1cc2ccccc2oc1=O	i	2.61
COc1ccc2nc(NC(=O)C3CCCN(S(=O)(=O)c4cccc5nonc45)C3)sc2c1 (stereo unspecified)	i	1.83
O=[N+]([O-])c1cc(C=Nc2cccc3c(O)cccc23)ccc1Cl	i	-1.4
Cc1ccc2c(c1)N(CC(=O)NC(C)CCc1ccccc1)C(=O)c1cccnc1O2 (stereo unspecified)	i	0.86
C=CCn1c(=S)[nH]c2nc3c(cc2c1=O)CCCC3	i	0.77
CC(C)N(C(=O)CSc1nc2ccccc2n1Cc1ccccc1)C(C)C	i	-0.96
CSCCC1NC(=O)N(CC(=O)Nc2c(C(C)C)cccc2C(C)C)C1=O (stereo unspecified)	i	-0.15
COc1ccc(CC(=O)OC(C)CN2CCOCC2)cc1 (stereo unspecified)	i	-0.37
O=C(COc1ncnc2ccccc12)NCCc1ccc(F)cc1	i	-0.01
CCC(CC)C(=O)Nc1ccncc1	i	-1.29
COC(=O)[C@]1(CC(C)C)N[C@H](c2ccc(SC3CCCCC3)c(OC)c2)[C@@H]2C(=O)N(C)C(=O)[C@@H]21	i	-0.4
CNC(=S)Nc1cc(C(=O)N2CCCC2)ccc1N1CCCC1	i	-1.01
CCC(SC1=NCCS1)C(=O)Nc1ccc(S(N)(=O)=O)cc1 (stereo unspecified)	i	0.96
Nc1cccc(Oc2ccc3c(c2)C(=O)NC3=O)c1	i	0.4
O=C(COC(=O)c1ccc2ccccc2n1)c1ccc(F)cc1	i	-1.22
Cc1cc(Br)c(NC(=O)COC(=O)C2CC2C)c(Br)c1 (stereo unspecified)	i	-0.14
N#Cc1cc([N+](=O)[O-])ccc1Oc1cccc(/C=N/NC(=O)c2cccc(Cl)c2)c1	i	-0.59
COc1cc(C(C)=O)ccc1OCC(=O)N(CCC1=CCCCC1)c1c(N)n(Cc2ccccc2)c(=O)[nH]c1=O	i	1.33
Cc1ccc(S(=O)(=O)N2CCCC2C(=O)n2nc(C)cc2C)cc1 (stereo unspecified)	i	-1.99
O=C(O)C1C2C=CC(O2)C1C(=O)NCCCn1ccnc1 (stereo unspecified)	i	0.17
CCC(C)c1ccc(NC(=O)c2ccco2)cc1 (stereo unspecified)	i	0.11
C=C1CCN(C(C)C(=O)O)S(=O)(=O)c2ccccc21 (stereo unspecified)	i	0.1
Cc1ccc(-n2c(C(C)n3nc(C)c([N+](=O)[O-])c3C)n[nH]c2=S)cc1 (stereo unspecified)	i	1.12
c1coc(-c2nc(-c3ccncc3)no2)c1	i	1.28
(continued)
SMILES	KCNQ2 inh	Kir21 inh
CC(C)CCOCC(=O)Oc1ccccc1C(=O)O	i	-1.48
Cc1cc(NC(=O)CCC(=O)N(CCC(C)C)CC(=O)NCC2CCCO2)no1 (stereo unspecified)	i	-0.71
O=C(Nc1ccc2oc(-c3ccccc3F)nc2c1)c1ccccc1F	i	0.17
COc1cc(OC)cc(C(=O)NC(=S)N2CCN(c3ccc(C(F)(F)F)cc3[N+](=O)[O-])CC2)c1	i	0.38
CCC(=O)Nc1ccc(C(=O)Cn2ncc(Cl)c(Cl)c2=O)cc1	i	-0.56
Cc1ccc(C(=O)Nc2ccc(C(=O)N3CCCCC3)cc2)cc1	i	-0.31
CCCc1cc(C(N)=O)c(NC(=O)c2ccco2)s1	i	0.17
CCOC(=O)Cc1csc(NC(=O)NC2(C(F)(F)F)Oc3ccccc3O2)n1	i	1.74
NNC(=O)CNc1cccc(Cl)c1	i	0.04
O=C(CSc1nnc(-c2ccc(Cl)cc2)n1-c1ccc(Cl)cc1)N/N=C/c1ccco1	i	-0.35
Cn1nc(C(C)(C)C)cc1NC(=O)Nc1ccc(F)cc1F	i	0.59
COc1ccc(OC)c(Nc2nc(NCc3ccco3)c3ccccc3n2)c1	i	-0.12
COc1cccc2c1OC1(C)CC2NC(=O)N1c1cccc(C(=O)N2CCN(c3ccccn3)CC2)c1 (stereo unspecified)	i	0.04
COc1ccc(C2COC(=O)C2=N)c(NC(=O)c2ccccc2)c1 (stereo unspecified)	i	-0.04
COC(=O)[C@H](C)NC(=O)Nc1ccc(Oc2ccccc2)cc1	i	-1.37
CCOc1ccc2[nH]cc(C(=O)NCc3ccc(F)cc3)c(=O)c2c1	i	-0.75
Cc1ccccc1NS(=O)(=O)c1cccc2nsnc12	i	-1.23
COc1ccc2oc(C(=O)NC3CCCCC3)c(C)c2c1	i	0.55
COc1cccc(N2CCN(c3c(C#N)c(C(F)(F)F)nn3C)CC2)c1	i	-0.23
Cc1ccc(Cn2nnc3c(=O)[nH]c(C4CCN(C(=O)Cc5cccs5)CC4)nc32)cc1	i	-0.09
CCCn1c(=S)[nH]c2cc(C(=O)N3CCN(c4ccccc4OC)CC3)ccc2c1=O	i	-0.94
CN(C)/C(=N\OC(=O)c1ccccc1)c1nonc1N	i	0
Cc1cccc(C(=O)Nc2scc(-c3ccc(Br)cc3)c2C(=O)O)c1	i	2.19
CN1CCN(NC(=S)Nc2ccccc2)CC1	i	-1.36
Cc1occc1C(=O)N1CCN(S(C)(=O)=O)CC1	i	0.36
Next section.
SMILES	KCNQ2 inh	Kir21 inh
COc1ccc(C)cc1S(=O)(=O)N(C)CC(=O)N1CCCCCC1	i	0.09
Cc1ccc(S(=O)(=O)N2CCC(C(=O)NNC(=O)c3ccccc3)CC2)cc1	i	-0.1
Cc1nc(N)sc1C(=O)N/N=C/c1ccc([N+](=O)[O-])cc1	i	0.54
CCCCCCCC(=O)N/N=C(/C)c1c(O)cc(C)oc1=O	i	-0.64
CCOC(=O)C1=C(C)N(C)C(C)=C(C(=O)OCC)C1c1ccc(Cl)cc1	i	-1.22
COC(=O)CSc1nc2ncc(Cl)cc2[nH]1	i	-1.52
CCOc1ccc(C(=O)Nc2nncs2)cc1OCC	i	1
Cc1ccc(NC(=O)CSc2ccccc2NC(=O)c2ccccc2Cl)cc1Cl	i	0.16
CCOc1ccccc1C(=O)Nc1ccc(C(=O)c2ccccc2)cc1	i	0.26
CCC1(c2ccccc2)NC(=O)N(Cc2cccc([N+](=O)[O-])c2)C1=O (stereo unspecified)	i	-0.3
O=C(CN1CCOCC1)Nc1cc([N+](=O)[O-])ccc1Cl	i	-0.11
CCn1c(=N)n(CC(=O)c2cccc(OC)c2)c2ccccc21	i	-0.01
O=[N+]([O-])c1ccc(O)c(CSc2nnnn2-c2ccccc2)c1	i	-0.57
COc1ccc(C(=O)Nc2cc(C)nn2-c2nc3ccccc3[nH]2)c(OC)c1	i	0
Nc1nc(SCC(=O)NCCCO)nc2sc3c(c12)CCC3	i	0.62
N#Cc1ccsc1NC(=O)C1CCCN1S(=O)(=O)c1cccs1 (stereo unspecified)	i	1.04
N#CCCN(/N=C/c1cccnc1)C1=NS(=O)(=O)c2ccccc21	i	0.22
CC(NC(=O)CSc1nnc(-c2cc3cc(Cl)ccc3o2)n1C)c1ccccc1 (stereo unspecified)	i	-0.02
O=C(NCc1ccccc1)c1c[nH]c2cc3c(cc2c1=O)OCCO3	i	0.28
COc1ccc(NC(=O)CCn2ccnc2)c(OC)c1	i	-1.86

Entries from the list above with an aryl thioether with sulfur outside any ring:
SMILES	KCNQ2 inh	Kir21 inh
Cc1ccc(-n2c(SCC(=O)NCC3CCCO3)nc3n[nH]c(C)c3c2=N)cc1Cl (stereo unspecified)	i	-0.93
Cc1ccc(SCCC(=O)Nc2cccnc2)cc1	i	-0.08
Cc1cccn2c(=O)nc(SCC(=O)N3CC(C)OC(C)C3)nc12 (stereo unspecified)	i	1.51
CC(C)CCNC(=O)CSc1nc2ccccc2c(=O)[nH]1	i	-0.87
N#Cc1cc(N)ccc1Sc1ccccc1	i	-1.49
CC(C)N(C(=O)CSc1nc2ccccc2n1Cc1ccccc1)C(C)C	i	-0.96
COC(=O)[C@]1(CC(C)C)N[C@H](c2ccc(SC3CCCCC3)c(OC)c2)[C@@H]2C(=O)N(C)C(=O)[C@@H]21	i	-0.4
O=C(CSc1nnc(-c2ccc(Cl)cc2)n1-c1ccc(Cl)cc1)N/N=C/c1ccco1	i	-0.35
COC(=O)CSc1nc2ncc(Cl)cc2[nH]1	i	-1.52
Cc1ccc(NC(=O)CSc2ccccc2NC(=O)c2ccccc2Cl)cc1Cl	i	0.16
O=[N+]([O-])c1ccc(O)c(CSc2nnnn2-c2ccccc2)c1	i	-0.57
Nc1nc(SCC(=O)NCCCO)nc2sc3c(c12)CCC3	i	0.62
CC(NC(=O)CSc1nnc(-c2cc3cc(Cl)ccc3o2)n1C)c1ccccc1 (stereo unspecified)	i	-0.02

Taken from above, 2 compounds:
SMILES	KCNQ2 inh	Kir21 inh
CCOc1ccc(C(=O)Nc2nncs2)cc1OCC	i	1
Cc1ccc(NC(=O)CSc2ccccc2NC(=O)c2ccccc2Cl)cc1Cl	i	0.16
